High-throughput results as filed in PubChem BioAssay.
Myeloid diff 2: induction of myeloid progenitor differentiation, primary screen, cell-based, flow cytometry, MLPCN library. ER-HoxA9 myeloid progenitors, lysozyme-GFP differentiation. calls only at 10 µM. 1% of 360,000 active. AID 624256, 2012;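 active means normalized GFP-positive differentiation at or above the plate's own cutoff, the solvent-only control mean plus 3 SD; inconclusive means no clear call, values can overlap the other calls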;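 further: cells exposed to compound for four days before flow analysis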
b-catenin transl: modulators of beta-catenin nuclear translocation, primary screen, imaging, HeLa cells, immunofluorescence, high-content; nuclear translocation activity, % at 5 µM; 0.3% of 190,000 active; AID 1665, 2009;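 active means nuclear translocation activity above 50% at 5 µM, with a well cell count of 50 or more; inconclusive means wells under 50 cells across six images, flagged as toxic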;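 further: per-cell ratio of nuclear to cytoplasmic median beta-catenin stain intensity; plate controls were DMSO negative control for no effect and GSK-3 inhibitor IX positive control for full effect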
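Test system: human HeLa cells, endogenous beta-catenin. Times: 24 h compound exposure, 37°C. Measured by: beta-catenin immunofluorescence imaging with DAPI.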
T cell HTS: modulators of CD8 T cell-vesicle binding, primary screen, mouse 2C CD8+ T cells, flow cytometry | 2C CD8+ T cell-vesicle binding; active compounds read low | calls only at 7 µM | 0.068% of 330,000 active;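 active means response, share of CD8 T cells binding vesicles, and their 90th percentile fluorescence all below set limits, cut at about 80% in these data, passing the limit was not always enough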
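Benchmarks: naked versus QL9-loaded vesicles / Assay system: purified 2C TCR transgenic mouse naive CD8+ T cells / Technique: high-throughput flow cytometry with anti-B7-1 and anti-CD8 staining / Timing: Cell–vesicle co-incubation 1.5 h at 37 °C, staining 20 min on ice / Read-out: percent CD8+ FL2 mean versus row control / Probe or stimulus: QL9-loaded Drosophila micro-vesicles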
West Nile antiviral: West Nile virus antiviral activity, cell-based, CPE readout (AID 1621); West Nile virus-infected cells, CPE inhibition; higher % means a stronger effect; CPE inhibition, % at 10 µM, or IC50 in µM where a hit was titrated; 0.02% of 290,000 active; in the data active means a potency from the dose series; inconclusive means CPE inhibition mostly from about 3.7% at the one dose, without a potency; inactive means the rest, 99 in 100 with CPE inhibition below about 2.2%; further: strong numbers were not always called active
Autophagy HCS: autophagy modulators in MEF cells, primary screen, imaging, high-content, MEF GFP-LC3; MEF GFP-LC3 puncta imaging; test concentration mostly 10 µM; calls only at 10 µM (by protocol); 0.98% of 190,000 active; AID 463193, 2010;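 active means percentage of spot-positive cells more than 3 SD above its plate mean, without a fluorescence outlier flag or 80% toxicity; inconclusive means no clear call, values can overlap the other calls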;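 further: spot-positive cell cutoff set from DMSO-treated cells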
Hep lipid drop: inhibitors of hepatocyte lipid droplet formation, primary screen, imaging, high-throughput imaging, BODIPY stain; 0.4% of 240,000 active; AML12 mouse hepatocytes, oleate lipid droplets; AID 1656, 2009; inhibition, % at 6.5 µM;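 active means lipid droplet intensity inhibited by at least 50%, with more than 500 cells counted; inconclusive means wells with under 300 cells, treated as cytotoxic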
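Assay system: AML12 mouse liver cells | Compound dosing: One dose, 6.5 µM compound | Read-out basis: Droplet intensity reduction, % inhibition | Measured by: Fluorescence imaging, 20x objective, two fields per well | Schedule: Overnight treatment with compound plus oleate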
WT yeast gro inh: growth inhibition of WT strain, primary screen, mitochondrial fusion inhibitor project, WT and mutant strains, chemical genetic. mitochondrial fusion phenotypic screen. inhibition, % at 10 µM. 2.1% of 190,000 active. AID 1362, 2008; in the data active means inhibition above about 58%; tested in S. cerevisiae
Ins promoter up: insulin promoter activators in MIN6 cells, imaging, high-content screening, mouse beta cells; MIN6 insulin promoter-GFP reporter; active compounds read high; 0.3% of 190,000 active; z-score at 5 µM; AID 1625, 2009;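 active means z-score above 3 at 5 µM with at least 500 cells counted in the well; inconclusive means wells under 500 cells, flagged as cytotoxic or low count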
MT stabilizer: microtubule stabilizers in HeLa cells, primary screen, imaging, high-content imaging; % tubulin-high responders, % at 10 µM; HeLa tubulin immunostaining HCS, 24 h; share of cells brighter than vehicle mean+2SD; AID 2205, 2009; 0.83% of 200,000 active;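 active means plate Z-score above 3 for both tubulin-high and condensed-nucleus cell shares, with cell loss under 80%, at 10 µM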;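 further: anti alpha tubulin signal scored within the nucleus-defined area of each cell; some results filed as inactive read as strong as hits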
WT yeast gro inh mutant strain: recorded beside WT yeast gro inh, whose call it bears; inhibition, %; mitochondrial fusion phenotypic screen, mutant strain inhibition
Ins promoter up cell count: also measured in Ins promoter up; calls as there; cell count; measured here: cytotoxicity, nuclei count;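 total cells summed across four imaged fields per well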
Hep lipid drop cells 6.5 µM: recorded beside Hep lipid drop, whose call it bears; cell count; measured here: cell count, cytotoxicity flag;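 cells counted across two imaged fields per well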
b-catenin transl cell count 5 µM: recorded beside b-catenin transl, whose call it bears; cell count; measured here: cell count, cytotoxicity flag
T cell HTS vesicle-bound %: also measured in T cell HTS; calls as there; double positive events, %; measured here: CD8+ vesicle-bound cell fraction;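 binding gate set so that unloaded-vesicle control wells show 10% double positive cells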
MT stabilizer Hoechst-high %: recorded beside MT stabilizer, whose call it bears; % Hoechst-high responders; measured here: nuclear condensation Hoechst responders;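 share of cells brighter than vehicle mean plus two SD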
MT stabilizer cytotoxicity %: further read-out of MT stabilizer, marked with its call; toxicity, %; measured here: cytotoxicity by cell density;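 0% = mean cell density of plate MIN control wells and 100% = no cells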
Autophagy HCS cell loss 18 h: further read-out of Autophagy HCS, marked with its call; toxicity, %; measured here: cell loss, nuclei count;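 cell loss after 18 h compound exposure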
Myeloid diff 2 GFP+ MAC1+ %: also measured in Myeloid diff 2; calls as there; GFP+ MAC1+ double positive, %; measured here: differentiation confirmed by MAC1 staining
Starred values were filed as active, the others as inactive; i = inactive; ? = inconclusive; . = no result given.

molecule | Myeloid diff 2 | Myeloid diff 2 GFP+ MAC1+ % | b-catenin transl | b-catenin transl cell count 5 µM | T cell HTS | T cell HTS vesicle-bound % | West Nile antiviral | Autophagy HCS | Autophagy HCS cell loss 18 h | Hep lipid drop | Hep lipid drop cells 6.5 µM | WT yeast gro inh | WT yeast gro inh mutant strain | Ins promoter up | Ins promoter up cell count | MT stabilizer | MT stabilizer Hoechst-high % | MT stabilizer cytotoxicity %
CCS(=O)(=O)c1ccc2oc(SCC(=O)NC(C)C3CC4CCC3C4)nc2c1 (stereo unspecified) | i | 1.9 | -0.1 | 1064 | i | 17.7 | -0.1% | i | -12.6 | 0.7 | 753 | 20.3 | 6.7 | 0 | 838 | 1.8 | 2.3 | 10.5
O=C(NC(=O)c1ccc(Cl)cc1)Nc1ccc(-c2cnco2)cc1 | . | . | 2.3 | 1283 | i | 13.9 | 0.3% | . | . | -4.6 | 695 | . | . | -0.31 | 1064 | . | . | .
Cc1ccc(N(C)C(=O)CCNC(=O)Cn2cnc3ccccc3c2=O)cc1C | i | 3.2 | . | . | i | 14.8 | -1.2% | . | . | -2.8 | 820 | . | . | . | . | . | . | .
O=C(O)CSCC(=O)Nc1ccc(C(=O)O)cc1 | i | 3.7 | -3.7 | 1091 | i | 32.8 | -1.1% | i | -0.1 | -5.6 | 738 | -14.5 | -20.5 | 0.23 | 874 | 1.4 | 1.5 | 4.5
COc1ccccc1-c1c(C(F)(F)F)oc2c(CN(C)C)c(O)ccc2c1=O | i | 0.5 | . | . | i | 56.2 | 0.0% | . | . | 10.0 | 833 | . | . | . | . | . | . | .
COc1ccc(N=C2SC(C(=O)Nc3ccc(F)cc3)CC(=O)N2C)cc1 (stereo unspecified) | i | 0.3 | -1.3 | 1559 | i | 24.7 | 0.4% | i | 1.6 | 10.3 | 613 | 5.9 | -1.5 | -0.46 | 1642 | 2.5 | 2.1 | 5.1
COc1ccc(CN2C(=O)CC(Cc3cc(C)cc(C)c3)C2=O)cc1OC (stereo unspecified) | i | 0.6 | 2.6 | 543 | i | 46.2 | -2.1% | i | 17.9 | -48.0 | 680 | 3.9 | 11.1 | -0.06 | 1376 | 4.5 | 1.8 | 3.5
COc1ccc(CNC(=O)CN2CCN(c3cccc(C)c3C)CC2)cc1 | i | 0.3 | . | . | i | 18.9 | -1.1% | . | . | -3.1 | 771 | . | . | . | . | . | . | .
Cc1ccc(-n2ncc3c2CC(C)(C)CC3NC(=O)CCN2CCCO2)cc1 (stereo unspecified) | ? | . | . | . | i | 2.6 | 0.0% | . | . | 4.3 | 699 | . | . | . | . | . | . | .
CC(C)Oc1ccc(C(=O)Nc2ccccc2N2CCCC2)cc1 | i | 0.7 | 0.3 | 1185 | i | 43.2 | 0.1% | i | 4.6 | -7.6 | 745 | -10.5 | 0.7 | 0.03 | 845 | 3.3 | 1.7 | 4.1
CN1/C(=C\C(=O)c2ccco2)C(C)(C)c2ccccc21 | ? | . | -0.5 | 1132 | . | . | 1.6% | i | -3.9 | . | . | 0.2 | -9.0 | . | . | 1.9 | 2.4 | 6.2
O=C(/C=C/c1ccccc1Cl)Nc1ccc(S(=O)(=O)Nc2ncccn2)cc1 | i | 0.7 | -1.6 | 887 | i | 29.4 | 0.3% | i | -1.3 | 5.4 | 682 | -4.8 | 24.8 | 0.91 | 1520 | 2.0 | 2.3 | 2.4
O=C(NCC1CCN(S(=O)(=O)c2ccccc2)CC1)Nc1ccccc1 | i | 0.2 | -1.3 | 1071 | i | 31.4 | -0.9% | . | . | -19.2 | 744 | . | . | -0.08 | 1322 | . | . | .
N#Cc1ccc(-c2ccc(OCC(=O)Nc3cccnc3)cc2)cc1 | i | 0.0 | . | . | i | 9.4 | -0.5% | . | . | 14.8 | 694 | . | . | . | . | . | . | .
COc1ccccc1-c1cc(C2CC2)nc(N)c1C#N | i | 7.7 | -5.4 | 1015 | i | 16.9 | 0.7% | i | 14.4 | . | . | 8.4 | 0.9 | -0.09 | 1131 | 7.4 | 3.9 | 7.3
COc1cc(-c2nc3n(n2)C(c2ccc(F)cc2)C2=C(CCCC2=O)N3)cc(OC)c1OC (stereo unspecified) | i | 0.4 | -2.8 | 1395 | i | 32.4 | 2.1% | i | -30.7 | . | . | . | . | -0.47 | 1283 | 3.4 | 2.5 | 13.0
Cc1c(NC(=O)C(C)OC(=O)c2cccc(S(=O)(=O)N3CCOCC3)c2)c(=O)n(-c2ccccc2)n1C (stereo unspecified) | . | . | 0.6 | 1189 | i | 18.4 | 0.3% | . | . | 1.7 | 652 | . | . | -1.42 | 702 | . | . | .
CC(C)OCCCNC(=O)C1CCC(CNS(=O)(=O)c2ccc(Cl)cc2)CC1 (stereo unspecified) | i | 0.4 | -4.9 | 582 | i | 15.4 | -0.7% | i | 25.7 | -2.1 | 741 | 2.3 | -14.3 | 0.91 | 1289 | 3.5 | 3.5 | 2.4
Cc1ccc(S(=O)(=O)NC(CC(C)C)C(=O)N2CCOCCOCCOCCOCC2)cc1 (stereo unspecified) | i | 0.5 | . | . | i | 13.4 | -0.1% | . | . | 5.9 | 803 | . | . | . | . | . | . | .
CN=c1scc(-c2ccc(Br)cc2)n1C | i | 1.0 | -5.6 | 1230 | i | 38.0 | -0.2% | i | -0.1 | 15.2 | 740 | -7.2 | -2.3 | . | . | 2.1 | 2.3 | 7.0
CC(C(N)=O)N1c2cccc3cccc(c23)S1(=O)=O (stereo unspecified) | i | 0.2 | -4.7 | 1091 | i | 56.0 | 0.1% | i | 11.3 | 17.1 | 662 | 5.1 | -0.8 | 0.07 | 1538 | 0.6 | 1.2 | 3.9
Cc1ccccc1-n1c(N)c(C(=O)Nc2ccc(F)cc2)sc1=S | i | 0.5 | -7.9 | 1157 | i | 19.2 | -0.3% | i | 19.2 | 12.0 | 677 | -7.8 | -8.6 | 0.79 | 1692 | 2.8 | 1.1 | 9.3
COC(=O)C1C(=O)N2CCCSC2=C(C#N)C1c1cccs1 (stereo unspecified) | i | 6.3 | -3.5 | 1197 | i | 46.6 | 0.6% | i | -3.2 | . | . | 13.1 | -0.5 | -0.69 | 1028 | 3.4 | 2.8 | 5.4
CC(=O)N1CCC(C(=O)Nc2ccc(S(=O)(=O)N3CCC(C)CC3)cc2)CC1 | i | 1.4 | . | . | i | 22.3 | -0.7% | . | . | 2.7 | 697 | . | . | . | . | . | . | .
COc1ccc(N2CCN(CCCNC(=O)C3CCN(S(=O)(=O)N4CCOCC4)CC3)CC2)cc1 | i | 0.7 | -0.8 | 1089 | i | 57.0 | -0.6% | i | 14.5 | 19.7 | 752 | -10.6 | 3.8 | 0.62 | 1306 | 3.8 | 3.4 | 6.9
COC(=O)c1ccc(S(=O)(=O)NCc2ccc(S(N)(=O)=O)cc2)n1C | i | 1.0 | -4.2 | 1078 | i | 25.2 | -0.3% | . | . | 1.8 | 740 | . | . | -0.09 | 1447 | . | . | .
CCc1cccc(NS(=O)(=O)c2c(C)nc3scc(C)n3c2=O)c1 | i | 0.3 | . | . | i | 31.6 | -1.7% | . | . | -37.7 | 814 | . | . | . | . | . | . | .
Cc1ccc([C@@H]2[C@@H]3C(=O)N(c4ccccc4)C(=O)[C@@H]3[C@]3(C)C(=O)N(Cc4ccccc4)CC(=O)N23)o1 | i | 1.0 | . | . | i | 16.2 | -0.7% | . | . | -1.5 | 736 | . | . | . | . | . | . | .
CC(=O)NC(C)(C)C1CC=C(C)/C(=N\O)C1 (stereo unspecified) | i | 0.8 | -0.5 | 1217 | i | 39.2 | -0.7% | i | 7.3 | 11.8 | 763 | 8.5 | 1.1 | 0.3 | 1252 | 2.8 | 2.5 | 16.9
Cc1cc(=O)oc2cc(NC(=O)CC3(CC(=O)O)CCCC3)ccc12 | i | 0.2 | 1.1 | 950 | i | 5.5 | 0.2% | . | . | -28.1 | 739 | . | . | . | . | . | . | .
CC(C)CN(C(=O)c1ccc(C(F)(F)F)cc1)c1c(N)n(CC(C)C)c(=O)[nH]c1=O | i | 0.3 | . | . | i | 21.8 | -0.5% | . | . | -6.1 | 742 | . | . | . | . | . | . | .
CNC(=O)c1cccnc1Nc1cccc(C(F)(F)F)c1 | i | 0.3 | . | . | i | 62.2 | -0.8% | i | 7.5 | -8.9 | 699 | -37.7 | -7.7 | -0.12 | 1234 | 2.7 | 2.4 | 7.9
O=C(O)C1CCN(C(=O)c2ccco2)CC1 | i | 0.9 | -1.7 | 1127 | i | 39.6 | 0.6% | i | 7.3 | 9.8 | 686 | -1.6 | 10.5 | 0.1 | 1341 | 1.9 | 2.6 | 5.0
O=C(CN(C(=O)c1csnn1)c1ccccc1F)NCc1ccccc1 | i | 0.5 | . | . | i | 10.3 | -0.2% | . | . | 4.3 | 873 | . | . | . | . | . | . | .
COc1ccc(-n2c(C)cc(-c3csc(N)n3)c2C)cc1 | i | 0.7 | 2.0 | 1069 | i | 7.1 | 0.1% | i | 20.7 | -1.1 | 655 | 19.8 | 24.5 | 0.94 | 1408 | 2.8 | 2.1 | 8.9
